# Screening data deposited in PubChem by National Center for Advancing Translational Sciences (NCATS).
# D2 antagonist: antagonists of human D2 dopamine receptor. P14416. HEK293 TREx D2 cells, calcium flux, dopamine EC80. inhibition, % at 10 µM. 340,000 tested, 2% active; in the data active = inhibition above about 30%; note: 0% is about no effect
# Target sequence (P14416 whole entry, looked up): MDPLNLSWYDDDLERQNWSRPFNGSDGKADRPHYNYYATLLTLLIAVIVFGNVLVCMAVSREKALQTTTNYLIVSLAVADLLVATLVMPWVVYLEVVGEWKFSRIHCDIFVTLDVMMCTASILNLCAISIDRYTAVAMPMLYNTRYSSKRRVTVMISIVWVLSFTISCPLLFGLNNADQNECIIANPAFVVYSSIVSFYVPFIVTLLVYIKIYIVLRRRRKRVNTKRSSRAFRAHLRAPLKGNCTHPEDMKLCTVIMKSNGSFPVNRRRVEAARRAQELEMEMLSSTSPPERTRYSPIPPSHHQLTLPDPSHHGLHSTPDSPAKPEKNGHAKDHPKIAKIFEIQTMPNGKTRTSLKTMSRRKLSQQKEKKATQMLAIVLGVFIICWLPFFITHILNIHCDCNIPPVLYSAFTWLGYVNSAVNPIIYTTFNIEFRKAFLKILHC
#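 HEK293 T-REx D2 cells, tet-induced, calcium dye no-wash. Cpd pintool add, 180 s kinetic, then EC80 DA, 180 s kinetic. Ca flux read.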
# RXFP1 antagonist: antagonists of human relaxin receptor RXFP1. Q9HBX9. HEK293-RXFP1, relaxin-stimulated cAMP HTRF, 30 min; hits give low values. activity change, negative = inhibition, % at 57.5 µM. 350,000 tested, 0.59% active. AID 1259400;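 active = activity change of -60% or lower, but not beyond a set lower limit; inconclusive = change between -60% and -40%, or beyond the set limit; inactive = change above -40%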; note: % is set by controls: 0 for no effect and ±100 for the full control effect
# RXFP1 ag: RXFP1 (human) receptor agonism; Q9HBX9; HEK293T-RXFP1 cAMP TR-FRET, 30 min; response scale: percent of porcine relaxin response, buffer zero; Potency, µM (titrated, usually from 57.5 µM), for the others: at the top dose activation, actives largely listed as activators; 370,000 tested, 0.3% active; AID 2676; active = well fitted activation curve with a large enough effect; inconclusive = small, poorly fitted or top-dose-only effect; note: potency is the fitted concentration of half-maximal effect; % is set by controls: 0 for no effect and ±100 for the full control effect; nearly all actives have a fitted effect of over 60% in size; many of its hits are not listed in these tables
#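 cAMP rise read by TR-FRET after 30 min, 37C compound exposure (up to 58 uM) in RXFP1-transfected HEK293 cells with Ro 20174 present. EC50 from Hill-equation fits, with 29 nM porcine relaxin as 100% and buffer as basal.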
# D1 PAM: enhances dopamine response at the human D1 receptor; P21728; HEK293 TREx D1 cells, calcium flux, dopamine EC20 potentiation; potentiation, % at 10 µM; 360,000 tested, 0.036% active; AID 504651; in the data active = potentiation above about 30%; note: 0% is about no effect
# Target sequence (P21728 whole entry, looked up): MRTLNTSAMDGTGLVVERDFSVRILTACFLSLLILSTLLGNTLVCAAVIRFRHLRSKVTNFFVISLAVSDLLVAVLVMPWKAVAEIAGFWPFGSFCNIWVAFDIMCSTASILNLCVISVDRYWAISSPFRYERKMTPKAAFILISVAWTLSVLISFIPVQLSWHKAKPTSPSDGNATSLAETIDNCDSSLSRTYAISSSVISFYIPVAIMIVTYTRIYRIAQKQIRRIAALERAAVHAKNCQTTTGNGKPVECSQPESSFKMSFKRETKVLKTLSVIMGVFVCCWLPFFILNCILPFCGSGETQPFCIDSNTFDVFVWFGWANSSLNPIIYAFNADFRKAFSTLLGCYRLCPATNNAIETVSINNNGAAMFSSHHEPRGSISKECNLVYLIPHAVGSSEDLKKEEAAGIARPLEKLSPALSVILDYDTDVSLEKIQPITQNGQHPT
# D2 PAM: positive allosteric modulators of human D2 dopamine receptor; P14416; HEK293 T-REx D2, calcium flux, EC20 dopamine potentiation; potentiation, % at 10 µM; 340,000 tested, 0.34% active;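 active = potentiation over 3 SD above the plate norm, cut at about 30% in these data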; note: 0% is about no effect
#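 Primary screen. Calcium kinetics in induced HEK293 T-REx D2 cells: compound pre-addition 180 s, EC20 dopamine, 180 s more.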
# D1 ag: agonists of human D1 dopamine receptor | HEK293 T-REx D1 cells, calcium flux, agonist mode | activation, % at 2 µM | 360,000 tested, 1% active; in the data active = activation above about 30%; note: 0% is about no effect
#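 Tetracycline-induced HEK293 TREx D1 cells, force-coupled to calcium signalling, were dye-loaded with a no-wash calcium kit. Compound was pin-added after a 10 s baseline. Fluorescence was read kinetically at 1 cycle/s for 180 s, with calcium rises flagged as agonism.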
# D2 ag: activates the human D2 dopamine receptor; P14416; HEK293 T-REx D2 cells, calcium flux agonist mode; 340,000 tested, 0.53% active; AID 485358; activation, % at 2 µM;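 active = activation over 3 SD above normal in the single-dose calcium agonist read, cut at about 30% in these data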; note: 0% is about no effect
#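 Agonism is scored from calcium flux in a force-coupled, inducible HEK293 cell line expressing D2, read kinetically for 180 s after compound addition against dopamine controls.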
# TRHR PAM: allosteric enhancers of human TRH receptor. P34981. TRHR cells, fluo-8 calcium fluorescence, EC20 TRH enhancement. enhancement, % at 2 µM. 360,000 tested, 0.66% active. AID 493056; in the data active = enhancement above about 30%; note: 0% is about no effect
#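 TRHR-expressing cells loaded with fluo-8 calcium dye were read kinetically (ex 480/em 530) during compound addition, then stimulated with an EC20 of TRH (10 nM final). Enhancement of the Gq-mediated intracellular calcium response was scored.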
# D1 antag: blocks dopamine activation of the human D1 receptor; P21728; HEK293 TREx D1 cells, calcium flux, dopamine EC80; hits give low values; activity change, negative = inhibition, % at 10 µM; 360,000 tested, 3.2% active; AID 504652; in the data active = activity change below about -30%; note: % is set by controls: 0 for no effect and ±100 for the full control effect
#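 Tetracycline-induced HEK293 Trex D1 cells, force-coupled to calcium, dye-loaded; compounds added and read 180 s, then EC80 dopamine added and calcium flux tracked kinetically another 180 s.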
# * = called active by the depositor; ? = inconclusive; / = no result given. Some of the compounds tested; count on the stated rates, not on these rows.
SMILES,D2 antagonist,RXFP1 antagonist,RXFP1 ag,D1 PAM,D2 PAM,D1 ag,D2 ag,TRHR PAM,D1 antag
CCOc1ccc(NC(=O)c2c(NCc3ccc(C)o3)sc3c2CCCCC3)cc1,/,-18,2.5%,-2,3,0,/,-1,2
C=CCn1c(C)cc(C(=O)CSc2nc3ccccc3o2)c1C,0,-14,-0.1%,-7,/,16,0.2,3,-25
CC(C)(C)c1cc(CN(CCO)CCO)cc(C(C)(C)C)c1O,11,1,-0.3%,5,-2,0,-1.3,-6,6
O=C(CCCN1C(=O)c2cccnc2C1=O)Nc1ccccc1F,-4,-7,?,1,10,3,3.1,2,-24
CC(=O)N/C(=N/c1nc(C)cc(C)n1)Nc1ccc(NC(C)=O)cc1,7,-2,-0.4%,2,-1,1,-0.6,0,-3
COc1ccc(CN2CCN(Cc3cccc4nonc34)CC2CCO)c(C)c1C (stereo not given),4,-28,-0.3%,0,-11,2,0.3,2,1
CNC(=O)COC(=O)c1ccc([N+](=O)[O-])cc1Cl,/,-16,-1.2%,8,/,2,/,4,4
Cc1nc(=O)c(-c2ccccc2)c(C)n1CCCO,-19,5,-0.5%,-2,2,3,0.3,6,-4
N#C/C(=C\C=C\c1ccccc1[N+](=O)[O-])C(=O)NCc1ccccc1,-18,-11,1.5%,-8,5,2,1.3,-3,-7
COc1ccc(NC(=O)COc2ccccc2C(=O)NCC(c2ccccc2)N(C)C)cc1Cl (stereo not given),26,-19,-0.2%,-4,-10,2,0.3,-1,-7
Cc1[nH]c2ccccc2c1Cc1nnc(SCCC#N)o1,-23,-8,2.9%,-4,0,3,0.5,-1,12
COc1ccccc1NC(=O)CSc1nc(=O)n2cc(C)ccc2n1,8,3,23%,-4,17,5,0.5,0,12
CC(=O)c1cccc(NC(=O)NNC(=O)c2ccc(-c3ccccc3)cc2)c1,-8,-1,0.0%,-2,-6,4,3.3,4,0
O=c1c(-c2ccco2)[n+]([O-])c2ccccc2n1OCc1ccccc1F,/,-5,-0.3%,1,-4,0,/,4,-3
CCCNC(=O)C(NS(=O)(=O)c1ccc2c(c1)c(=O)n(C)c(=O)n2C)c1ccccc1 (stereo not given),2,/,2.7%,2,5,1,0.8,0,-4
CSc1ccc(/C=C/C(=O)OCC(=O)NC2CCS(=O)(=O)C2)cc1 (stereo not given),-11,1,0.0%,/,-7,18,-1.0,7,-3
Fc1ccc(-[n+]2nc(Nc3ccccc3)sc2-c2cccc(Cl)c2Cl)cc1,4,/,0.0%,-5,2,10,0.9,-5,-11
Cc1snc(S(=O)(=O)/C(C#N)=N/Nc2ccc(C(F)(F)F)cc2)c1C#N,/,-4,0.9%,-8,-5,7,/,2,-20
CN(C)CCCN(Cc1ccccc1)C(=S)Nc1ccc(SC(F)F)cc1,/,-2,2.7%,-12,-16,32*,/,1,-9
O=C1CCCN1c1ccc(S(=O)(=O)NCCOc2ccccc2)cc1,5,-4,-1.7%,-6,1,6,0.4,1,-6
COc1ccc2c(CC(=O)Nc3nnc(C4CC4)s3)coc2c1,-5,-5,3.2%,-2,1,2,-0.2,2,-8
CC1(C)CC(=O)c2cc(C(=O)Nc3ccccc3Cl)c(=O)n(-c3ccc(Cl)cc3)c2C1,/,-9,0.1%,9,2,1,-0.9,-1,-2
CN(C)CC/C=C1/c2ccccc2Sc2c(O)cc(Cl)cc21,3,-5,-1.7%,-4,-3,44*,0.8,6,-94*
CCCc1cc(=O)n2[nH]c(NCc3ccc(OC)cc3)nc2n1,/,-8,1.0%,1,/,1,/,4,11
CCCCC(c1nnnn1C1CCCC1)N1CCN(C2CCCCC2)CC1 (stereo not given),-27,3,0.6%,-3,/,0,1.5,-5,20
Cc1cc(NC(=O)C(C)SCC(=O)Nc2cc(Cl)ccc2N2CCN(C)CC2)no1 (stereo not given),-2,-16,0.5%,-6,11,1,0.9,6,-6
COc1cc(Nc2nc3c(S(=O)(=O)c4ccccc4)nnn3c3ccc(Cl)cc23)cc(OC)c1,/,3,-0.2%,-5,2,1,0.5,-5,11
Cc1ccc(CCNC(=O)c2ccc3c(=O)n(-c4ccc(C)cc4)c(=O)[nH]c3c2)cc1,/,-1,21%,0,-3,-1,-0.3,1,7
COc1ccc(-c2noc(Cn3c(=O)c4ccccc4n(CC(=O)Nc4cccc(C(F)(F)F)c4)c3=O)n2)cc1,/,-5,-0.9%,-1,1,3,1.1,-1,-7
CCNC(=S)Nc1ccc(Cl)cc1Cl,19,0,-0.2%,-6,-5,2,-0.9,-2,-7
CC(OC(=O)c1cc(Br)ccc1O)C(=O)NCc1ccc2c(c1)OCO2 (stereo not given),6,13,?,1,4,5,-0.2,-3,5
COc1ccc(CCNC(=O)C2CCN(C(=O)c3ccc(C(C)(C)C)cc3)CC2)cc1OC,25,0,0.5%,-6,5,5,0.9,0,-14
CCC1(C)C2(C#N)C(N)=NC(OC)(OC)C12C#N (stereo not given),0,-10,0.3%,0,5,2,0.1,-3,2
O=C1NCCN1CCNS(=O)(=O)c1ccc2ccccc2c1,-7,-4,-1.8%,0,14,1,0.7,1,-4
CN(CC(=O)Nc1ccc(F)c(F)c1F)C(=O)CC1CCCCC1,-42,9,3.0%,/,-4,7,0.5,4,12
CC(NC(=O)COC(=O)C1CC2CCCC(C1)C2=O)c1ccccc1 (stereo not given),4,6,2.2%,0,2,3,0.3,-3,6
Cc1ccc(CNc2oc(COc3ccccc3Cl)nc2C#N)cc1,-7,-11,1.0%,-4,-9,4,-0.9,2,-19
Cn1c(COc2ccccc2)nnc1SCC(=O)NNC(=O)C1CCCCC1,8,5,-0.9%,-3,-13,0,-0.6,-2,12
O=S1(=O)NC(c2ccccc2)CC(CC2CCCCC2)O1 (stereo not given),20,/,3.0%,-7,3,2,0.8,-3,0
CCN1CCN(C(=O)N(Cc2ccc(Cl)cc2)S(=O)(=O)c2ccc(C)cc2)CC1,3,-3,0.2%,-12,-4,1,0.6,-1,12

# Random excerpt: 7 records from the list, in no set order.
SMILES,D2 antagonist,RXFP1 antagonist,RXFP1 ag,D1 PAM,D2 PAM,D1 ag,D2 ag,TRHR PAM,D1 antag
O=S1(=O)NC(c2ccccc2)CC(CC2CCCCC2)O1 (stereo not given),20,/,3.0%,-7,3,2,0.8,-3,0
CCN1CCN(C(=O)N(Cc2ccc(Cl)cc2)S(=O)(=O)c2ccc(C)cc2)CC1,3,-3,0.2%,-12,-4,1,0.6,-1,12
Cc1ccc(CNc2oc(COc3ccccc3Cl)nc2C#N)cc1,-7,-11,1.0%,-4,-9,4,-0.9,2,-19
CC(OC(=O)c1cc(Br)ccc1O)C(=O)NCc1ccc2c(c1)OCO2 (stereo not given),6,13,?,1,4,5,-0.2,-3,5
COc1ccc(CCNC(=O)C2CCN(C(=O)c3ccc(C(C)(C)C)cc3)CC2)cc1OC,25,0,0.5%,-6,5,5,0.9,0,-14
O=C1NCCN1CCNS(=O)(=O)c1ccc2ccccc2c1,-7,-4,-1.8%,0,14,1,0.7,1,-4
Cn1c(COc2ccccc2)nnc1SCC(=O)NNC(=O)C1CCCCC1,8,5,-0.9%,-3,-13,0,-0.6,-2,12

# Additional structures follow.
SMILES,D2 antagonist,RXFP1 antagonist,RXFP1 ag,D1 PAM,D2 PAM,D1 ag,D2 ag,TRHR PAM,D1 antag
Cc1cc(NC(=O)c2ccco2)ncc1NC(=O)CCc1ccccc1,-3,12,1.4%,1,14,1,0.4,2,-5
CCCCCC(=O)N1CC2(CC(c3cccc(NC(=O)CC)c3)=NO2)C[C@H]1C(N)=O (stereo not given in full),-6,/,0.0%,-3,-10,3,0.7,3,-6
COc1ccc(-c2cn3c(n2)sc2cc(C(=O)NCCCN4CCCCCC4)ccc23)cc1,/,8,19%,-2,-4,4,-0.1,-7,11
Cc1c(NC(=S)NC(NC(=O)CC(C)C)C(Cl)(Cl)Cl)c(=O)n(-c2ccccc2)n1C (stereo not given),5,-14,1.2%,-7,16,2,0.0,-1,-22
Cc1ccc(CNS(=O)(=O)c2cccc3nsnc23)cc1,0,4,0.6%,0,-2,1,-0.4,-1,-15
CC1CCCC(NC(=O)c2ccc3c(=O)n(CC4CCCO4)c(=O)[nH]c3c2)C1C (stereo not given),-11,2,-4.0%,-3,0,2,0.8,9,7
CC(C)CNC(=O)Cn1nc(C(F)(F)F)c2c1CCCC2,3,4,0.5%,-1,-8,0,1.3,3,-4
Cc1cc(C)c(S(=O)(=O)NCCCn2ccnc2)cc1C,-5,-3,-4.5%,6,11,-1,0.2,1,-16
O=C(CSc1ccccc1C(=O)O)NCc1ccccc1,-5,-22,0.7%,-10,3,0,2.8,12,12
CC(C)(C)SCCNC(=O)c1cccc([N+](=O)[O-])c1,7,0,-1.0%,-2,-4,2,-1.1,-3,-15
O=C(CCSc1ccc(Cl)cc1)N1CCN(c2ncccn2)CC1,-2,-9,0.8%,-4,-4,1,-0.3,-6,22
O=C(NC1(O)C(=O)c2ccccc2C1=O)c1c(Cl)cccc1Cl,3,1,0.0%,1,2,4,0.1,5,3
CCC(CC)C(=O)Nc1nnc(S(=O)(=O)N2CCCC2)s1,15,/,0.0%,-1,8,1,-0.3,0,8
Cn1c(SCc2ccccc2Cl)nc2c([nH]c3ccccc32)c1=O,/,8,9.1%,-3,2,0,/,-6,2
COc1cc(N/C(N)=N/c2nc(C)cc(C)n2)c(OC)cc1Cl,19,-16,0.3%,-5,-4,7,-0.8,-8,-25
CC(C)N1CCc2c(sc(NC(=O)c3ccc([N+](=O)[O-])o3)c2C(N)=O)C1,-16,/,2.0%,1,-4,1,-0.3,16,36
CCC1CCCCN1CCCNC(=O)c1ccc(CS(=O)(=O)Cc2ccccc2F)o1 (stereo not given),-10,1,1.2%,-3,/,0,1.1,18,-3
CCOc1ccc(N(C(=O)c2ccccc2Cl)C2=NC(C)(C)CS2)cc1,-15,-7,2.2%,-1,5,1,-3.0,1,-1
Cc1cc(C)c(S(=O)(=O)N2CCC(N3CCN(Cc4ccc(F)cc4)C(=O)C3=O)CC2)c(C)c1,/,-12,2.0%,1,2,0,0.9,1,-7
O=C(NCCc1ccccc1)C1CCN(S(=O)(=O)c2ccc(Br)s2)CC1,-5,/,0.5%,4,1,7,-0.7,-1,-12
COc1ccc(N2CCN(C(=O)CCn3nc(C)c(S(=O)(=O)N4CCCC4)c3C)CC2)cc1,/,/,-1.2%,0,2,7,-0.1,7,-2
O=C(Cc1cccs1)Nc1ccc(-c2nc3ccccc3[nH]2)cc1,-7,1,3.9%,-5,3,0,0.2,5,2
COc1cccc(-n2cc(C(=O)NCCc3ccc(C)cc3)c3ccccc3c2=O)c1,/,4,-0.8%,4,9,0,0.2,-3,-48*
O=C(CSCc1c(F)cccc1Cl)NCc1ccco1,19,-9,-1.7%,3,-4,-1,-0.1,4,1
